G9a inh: blocks human histone lysine methyltransferase G9a | Q96KQ7 | G9a H3K9 monomethylation, AlphaScreen, 2 h | Potency, µM (titrated, usually from 102 µM), for inactives: top-dose activity, negative = inhibition, actives largely listed as inhibitors | 8.8% of 350,000 active | AID 504332; also: potency is read from the fitted curve at half-maximal effect; % is scaled to controls: 0 for no effect and ±100 for the full control effect; nearly all actives have a fitted effect of over 75% in size
Target sequence (Q96KQ7 913-1193 limits assumed): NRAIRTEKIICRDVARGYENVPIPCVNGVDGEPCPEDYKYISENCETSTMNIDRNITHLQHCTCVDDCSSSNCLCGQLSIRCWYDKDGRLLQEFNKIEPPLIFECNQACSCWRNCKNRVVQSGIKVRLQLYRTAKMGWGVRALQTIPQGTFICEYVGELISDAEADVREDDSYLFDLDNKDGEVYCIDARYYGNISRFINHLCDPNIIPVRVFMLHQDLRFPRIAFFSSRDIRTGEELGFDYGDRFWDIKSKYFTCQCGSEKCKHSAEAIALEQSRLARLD
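Quantitative HTS format: methyltransferase activity on a biotin-tagged H3K9 peptide is measured by AlphaScreen, using a rabbit anti-monomethyl-H3K9 antibody with streptavidin donor and anti-IgG acceptor beads. Final levels are 20 nM enzyme, 500 nM peptide, 20 uM SAM; 2 h RT.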
HP1b binding inh: HP1-beta chromodomain-methylated histone interaction inhibition; Potency, µM (highest dose often 114 µM), for inactives: top-dose activity change, negative = inhibition, most hits filed as inhibitors; AlphaScreen HP1-beta / biotin-H3K9me3 peptide binding; 0.56% of 390,000 active; also: potency is read from the fitted curve at half-maximal effect; nearly all actives have a fitted effect of over 70% in size; inactives centre near 23
Target sequence (P83916 whole entry, looked up): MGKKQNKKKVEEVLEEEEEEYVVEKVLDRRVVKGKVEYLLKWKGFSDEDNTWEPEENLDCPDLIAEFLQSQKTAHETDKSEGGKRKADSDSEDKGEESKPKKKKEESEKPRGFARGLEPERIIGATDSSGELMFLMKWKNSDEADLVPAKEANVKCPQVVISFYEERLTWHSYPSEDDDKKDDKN
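AlphaScreen: HP1-beta (50 nM) preformed 30 min with biotin-H3(1-18)K9me3 peptide (50 nM) in PBS pH 7.4, 0.01% Tween-20. Compound added for 30 min at RT, then streptavidin donor/nickel chelate acceptor beads (10 ug/mL) for 30 min.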
BAZ2B inh: BAZ2B (human) inhibition | AlphaScreen BAZ2B-H3K14Ac peptide displacement | AID 504333 | Potency, µM (highest dose often 114 µM), without a hit: top-dose activity change, negative = inhibition, actives largely listed as inhibitors | 4.4% of 360,000 active; also: potency is read from the fitted curve at half-maximal effect; % is scaled to controls: 0 for no effect and ±100 for the full control effect; nearly all actives have a fitted effect of over 60% in size
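Compounds, titrated to a top concentration of 110 uM, were incubated 30 min at room temperature with preformed BAZ2B/acetyl-K14 H3 peptide complex (50 nM each). Proximity signal was measured by AlphaScreen after 20 min with beads.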
Pin1 inhibitor: human Pin1 inhibition; Potency, µM (titrated, usually from 115 µM), for the others: at the highest dose activity, negative = inhibition, most hits filed as inhibitors; Pin1 FP peptide displacement, HiFluor488, 10 min; 0.009% of 390,000 active; active = well fitted inhibition curve with a large enough effect in the polarisation, with a control signal flat, not every such curve was filed as active; inconclusive = small, poorly fitted or top-dose-only effect, or effect the other way, or a change in a side signal; inactive = no such curve, though single readings can be large or run the other way; the % refers to the polarisation; also: potency is read from the fitted curve at half-maximal effect; % is scaled to controls: 0 for no effect and ±100 for the full control effect
Target sequence (Q13526 whole entry, looked up): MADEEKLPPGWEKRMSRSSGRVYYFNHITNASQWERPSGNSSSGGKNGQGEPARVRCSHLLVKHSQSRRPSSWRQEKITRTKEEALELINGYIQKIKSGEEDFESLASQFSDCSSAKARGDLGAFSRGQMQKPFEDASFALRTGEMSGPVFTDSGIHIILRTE
PI4K2A inh: inhibitors of human PI4K2A; Q9BTU6; activity change, negative = inhibition, % at 76.9 µM; purified PI4K2A, ADP-Glo luminescence, 1 h; stronger effect = lower value; AID 1346378; 0.13% of 420,000 active; in the data active = activity change below about -50%; inconclusive = mostly about -30% to -49%;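 also: -100% = wells without enzyme as full effect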
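In this quantitative HTS, ADP production by PI4K2A was quantified luminescently after 1 h at ambient temperature; 100 microM adenosine served as plate-quality control.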
PGK inhibitor: inhibitors of T. brucei phosphoglycerate kinase | P07378 | PGK/GAPDH coupled, Kinase-Glo luminescence, 60 min | Potency, µM (highest dose often 57.5 µM), for the others: at the top dose activity change, negative = inhibition, most hits filed as inhibitors | 0.043% of 380,000 active | AID 602233; also: potency is read from the fitted curve at half-maximal effect; % is scaled to controls: 0 for no effect and ±100 for the full control effect; nearly all actives have a fitted effect of over 60% in size
Target sequence (P07378 whole entry, looked up): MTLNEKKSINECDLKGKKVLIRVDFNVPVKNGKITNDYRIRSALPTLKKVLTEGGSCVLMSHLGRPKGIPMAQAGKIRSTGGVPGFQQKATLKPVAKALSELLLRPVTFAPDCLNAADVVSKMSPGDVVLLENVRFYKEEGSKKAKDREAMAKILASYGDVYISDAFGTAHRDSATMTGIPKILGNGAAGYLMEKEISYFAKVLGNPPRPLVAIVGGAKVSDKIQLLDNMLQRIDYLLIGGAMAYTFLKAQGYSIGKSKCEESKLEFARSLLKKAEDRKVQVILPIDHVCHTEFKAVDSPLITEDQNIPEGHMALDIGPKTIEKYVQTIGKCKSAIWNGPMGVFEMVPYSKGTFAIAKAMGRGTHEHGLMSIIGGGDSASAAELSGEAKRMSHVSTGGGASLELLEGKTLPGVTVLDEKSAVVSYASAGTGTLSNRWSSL
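Recombinant glycosomal PGK reaction used 1,3-bisphosphoglycerate generated in-well by GAPDH (100nM final) in 100mM TEA pH 7.6, 5mM MgCl2, 0.01% Tween-20. After 60 minutes at room temperature, ATP was read by Kinase-Glo Plus luminescence end-point.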
JMJD2A Tudor inh: JMJD2A Tudor domain (human) inhibition | 4.4% of 390,000 active | Potency, µM (series often up to 114 µM), inactives show at the highest dose activity change, negative = inhibition, usual class: inhibitors | AlphaScreen JMJD2A-Tudor / H3K4me3 peptide binding | AID 504339 | O75164; also: potency is read from the fitted curve at half-maximal effect; % is scaled to controls: 0 for no effect and ±100 for the full control effect; nearly all actives have a fitted effect of over 50% in size
Pol eta inh: DNA polymerase eta (human) inhibition; Q9Y253; recombinant Pol eta, fluorescent DNA replication assay; Potency, µM (titrated, usually from 114 µM), for the others: at the top dose activity change, negative = inhibition, actives largely listed as inhibitors; 1.2% of 390,000 active; AID 588591; also: potency is read from the fitted curve at half-maximal effect; % is scaled to controls: 0 for no effect and ±100 for the full control effect
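Fluorescent replication assay: 50 nM final substrate added after a 15 min room-temperature compound preincubation with 10 nM enzyme. Signal taken at 0 min and again at 10 min.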
GLS inh: inhibitors of human glutaminase (GLS); O94925; GLS enzymatic activity, qHTS titration; Potency, µM (top dose mostly 45.5 µM), inactives show at the highest dose activity change, negative = inhibition, actives largely listed as inhibitors; 0.21% of 410,000 active; AID 624170; also: potency is read from the fitted curve at half-maximal effect; % is scaled to controls: 0 for no effect and ±100 for the full control effect
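Coupled fluorescence readout: glutamate oxidase/HRP/Amplex Red detect glutamate formed by hKGA from L-glutamine (1 mM solution added). Buffer 45 mM KH2PO4 pH 8.2, 0.02% Tween-20; reads at t0 and 30 min RT.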
Active calls of the source: *; i = inactive; ? = inconclusive; / = no result given; [ ] = dose if it differs, or a comment. Unless noted, calls follow the shape of the dose curve; as a rule, active = well fitted curve in the direction sought with a large enough effect; inconclusive = small, poorly fitted or top-dose-only effect, or another doubt; inactive = no such curve, though single readings can be large; an effect the other way counts as inactive or inconclusive. These rows are one share of the data; rates above refer to the full screens.

SMILES	G9a inh	HP1b binding inh	BAZ2B inh	Pin1 inhibitor	PI4K2A inh	PGK inhibitor	JMJD2A Tudor inh	Pol eta inh	GLS inh
Cc1ccc(N2C(=N)/C(=C3/Nc4ccccc4S3)C(c3ccccc3)C2=O)cc1 (stereo not given)	35µM*	-3%	11%	-1%	-3	0%	?	-6%	4%
COC(=O)c1cccc(NC(=S)Nc2cc(Cl)ccc2OC)c1	/	?	-14%	1%	-1	-4%	-20%	-9%	23%
Cc1cccc(/C=C2/SC(=O)N(Cc3ccccc3Cl)C2=O)n1	52%[activator][12.7 µM]	20%	6%	-5%	-3	4%	-8%	-7%	-6%
COc1cccc(CNC(=O)C(=O)Nc2c3c(nn2-c2ccccc2)CSC3)c1	27%[59 µM]	12%	2%	4%	-11	-11%	-16%	7%	4%
COc1ccc(S(=O)(=O)N(CC(=O)Nc2ccc3c(c2)OCO3)c2ccccc2OC)cc1	-18%[59 µM]	10%	-27%	2%	-4	-1%	-24%	-4%	4%
COc1cc(NC(=O)CSc2cc(=O)n(C)c3ccccc23)cc(OC)c1OC	-7%[59 µM]	4%	/	0%	3	i	-12%	1%	-4%
CCCCNC(=O)CC(NS(=O)(=O)c1ccc(C)cc1)c1ccco1 (stereo not given)	3%	46%[activator]	-3%	-5%	1	-4%	-14%	-12%	-3%
Cc1ccc(NC(=O)C2=CCN(S(=O)(=O)c3ccc(F)cc3)CC2)c(C)c1	?	48%[activator]	0%	3%	-9	-10%	-8%	-15%	1%
O=C(CNC(=O)c1n[nH]c2ccccc12)Nc1ccc(F)c(F)c1F	/	36%	/	13%	-3	4%	-7%	-30%	0%
COc1ccc(CC(=O)Nc2ccc(-c3noc(-c4ccccc4OC)n3)cc2)cc1	-40%	-9%	?	29%	0	-3%	?	?	-9%
CCc1ccccc1Nc1nc(N)nc(CSCC(=O)Nc2ccc(C)c(C)c2)n1	18%[59 µM]	13%	-30%	2%	-2	-10%	-24%	-27%	0%
COc1ccc(Nc2cc(Nc3ccc(OC)cc3)ncn2)cc1	41%[activator]	48%[activator]	4%	20%	3	-5%	-11%	-12%	-1%
COc1ccc(NC(=O)CSCC(=O)N(C)Cc2ccc(Cl)c(Cl)c2)cc1	-2%[12.7 µM]	39%[activator]	11%	?	0	3%	-12%	-25%	2%
Cc1cc(C)c(NC(=S)N(Cc2cccnc2)Cc2ccco2)c(C)c1	?	12%	-13%	5%	2	3%	-11%	3%	5%
O=c1[nH]c2ccccc2nc1/C=C(\O)c1cccs1	/	17%	7%	?	1	2%	-7%	-4%	4%
C/C(=N\n1cnnc1)c1ccc(C#N)cc1	0%	47%[activator]	-1%	-3%	-1	-4%	4%	-3%	1%
COc1ccc(C(=O)/C=C/c2cn(CC(O)CN(CC(C)C)CC(C)C)c3ccccc23)cc1 (stereo not given)	1%[59 µM]	41%[activator]	-21%	?	0	-8%	-21%	-10%	-1%
O=C(Nc1cc(F)ccc1F)N1CCN(c2ccnc3cc(Cl)ccc23)CC1	5%	-14%	-4%	2%	-1	i	-33%	-4%	24%
Cc1ccc(N(C(=O)CNC(=O)c2ccco2)C(C(=O)NC2CCCC2)c2cccnc2)cc1 (stereo not given)	0%[59 µM]	7%	0%	3%	-3	9%	-24%	-8%	-26%
O=C(NCc1ccccc1)c1ccc(CN2CCC(Cc3ccccc3)CC2)cc1	-16%	18%	7%	0%	-3	5%	-11%	-20%	-4%
CCCn1c(=O)c2c(c3ccccc31)OC(C)C(=O)N2 (stereo not given)	3%[59 µM]	17%	-5%	8%	4	1%	-8%	-7%	20%
Cc1cc(OC(=O)CNC(=O)OC(C)(C)C)c2c(C)cc(=O)oc2c1	-4%[59 µM]	11%	11%	5%	5	0%	-16%	4%	10%
O=C(CN1CCN(Cc2cccc(Cl)c2)C1=O)NCc1ccc(F)cc1	0%[59 µM]	22%	3%	-2%	-2	-2%	2%	-14%	3%
Cc1ccc(NC(=O)COC(=O)c2ccc(C)c(S(=O)(=O)N3CCOCC3)c2)cc1	?	32%	4%	9%	1	4%	-6%	-23%	2%
COc1cccc(Nc2ccc(N3CCCCC3)cc2)c1OC	-23%[0.501 µM]	32µM*	14µM*	-7%	-3	-2%	32µM*	-13%	42%[activator]

Continued; the last 2 above are carried over.
SMILES	G9a inh	HP1b binding inh	BAZ2B inh	Pin1 inhibitor	PI4K2A inh	PGK inhibitor	JMJD2A Tudor inh	Pol eta inh	GLS inh
Cc1ccc(NC(=O)COC(=O)c2ccc(C)c(S(=O)(=O)N3CCOCC3)c2)cc1	?	32%	4%	9%	1	4%	-6%	-23%	2%
COc1cccc(Nc2ccc(N3CCCCC3)cc2)c1OC	-23%[0.501 µM]	32µM*	14µM*	-7%	-3	-2%	32µM*	-13%	42%[activator]
COc1ccc(-n2nc(N)c3c(=O)oc(N(C)C)nc32)cc1	7%	9%	0%	-9%	21	-4%	-14%	4%	13%
C[C@@H]1CN([C@@H](C)CO)C(=O)CCCn2cc(nn2)CO[C@H]1CN(C)S(=O)(=O)c1ccccc1F	/	/	/	/	-3	-3%	/	-4%	-1%
COc1ccccc1-n1c(SCC(=O)NCC2CCCO2)nc2c([nH]c3ccccc32)c1=O (stereo not given)	2%	29%	-21%	0%	0	-8%	-30%	-6%	5%
CN(C)c1cc[n+](CC(=O)Nc2ccc(Cl)cc2)cc1	/	25%	7%	6%	4	2%	-6%	-4%	1%
Cc1onc(C(=O)Nc2cccc(C(F)(F)F)c2)c1[N+](=O)[O-]	3%	20%	-14%	6%	6	3%	-15%	-18%	-3%
Cn1c(/C(C#N)=C(\O)c2ccccc2Cl)nc2ccccc21	/	20%	/	1%	0	i	-17%	2%	-2%
O=c1cc(-c2cccs2)oc2ccc(Cl)cc12	19%	35%	-3%	11%	-8	-13%	3%	2%	1%
Cc1ccc(-c2ccc(CN3C(C(C)C)C(=O)N(Cc4cn(Cc5ccco5)nn4)CCS3(=O)=O)cc2)cc1 (stereo not given)	/	/	/	/	-11	0%	/	0%	1%
COc1ccc(C(=O)O)cc1NS(=O)(=O)c1cccc2nsnc12	4µM*	49%[activator]	1%	6%	-6	-10%	7%	?	-1%
Cc1ccc2c(c1)N(C(=O)CCC(=O)NCc1ccccc1Cl)CC(C)O2 (stereo not given)	-4%[59 µM]	38%	-16%	24%	3	i	-23%	-15%	11%
CCCN1CCC(NC(=O)Nc2ccc(Br)cc2)CC1	35µM*	27%	30%	1%	1	/	-18%	-11%	-5%
Cc1cc(CNC(=O)c2cccc([N+](=O)[O-])c2C)c2ccccc2n1	-33%	32%	-18%	-4%	-2	1%	-5%	-26%	-19%
O=C(N/N=C/C(Br)=C\c1ccccc1)c1ccc2nc[nH]c2c1	2%[59 µM]	38%	-22%	-2%	-4	i	-34%	?	-1%
COc1ccc(C/C(C)=N/NC(=O)c2ccc(C)cc2C)cc1	-7%	32%	-5%	-3%	-5	-1%	-4%	-11%	7%
Cc1cc(NC(=O)c2cc(C)on2)n(-c2ccccc2)n1	-14%	25%	-6%	-10%	3	i	-7%	-3%	6%
Cc1ccc(CS(=O)Cc2ccc(C(=O)NC3CCCC(C)C3C)o2)cc1 (stereo not given)	-16%	40%[activator]	-6%	0%	-1	-5%	-6%	-2%	0%
CCOc1ccc(C(=O)N[C@H](C(=O)Nc2cccc(S(=O)(=O)N3CCCCC3)c2)C(C)C)cc1	14%[59 µM]	8%	4%	18%	-1	1%	-6%	-11%	3%
Cc1ccc(S(=O)(=O)N(C)C)cc1NC(=O)COC(=O)c1n[nH]c(=O)c2ccccc12	-6%	14%	-7%	-1%	4	8%	-4%	-10%	13%
Cc1ccc(-n2c(=O)c3c(cnn3C)n(CC(=O)Nc3ccc(C)cc3C)c2=O)cc1	1%[59 µM]	17%	-2%	0%	0	i	-12%	-5%	4%
Cc1cc2c(cc1NS(=O)(=O)c1ccc(F)cc1)n(C)c(=O)c(=O)n2C	-3%[59 µM]	35%	0%	0%	3	-1%	-8%	-10%	6%
N#C/C(Cn1c[n+](NC(=O)Nc2ccccc2)cn1)=N/O	-48%	15%	-32%	-2%	3	-5%	-24%	3%	4%
COc1cccc(NC(=O)CCNC(=O)C2CCN(S(=O)(=O)c3ccc(F)cc3)CC2)c1	16%	30%	-14%	-6%	-2	-3%	-19%	-7%	-4%
CCCc1cc(=O)[nH]c(SCC(=O)N2CCc3cc(OC)c(OC)cc3C2)n1	-11%[2.33 µM]	48%[activator]	3%	1%	-4	6%	-6%	-4%	6%
N#CCCn1cc(/C=N/O)c(-c2ccc(F)cc2)n1	-10%	14%	-35%	1%	-10	9%	-16%	-3%	10%
O=C(Cc1ccccc1)Nc1cccc(-c2nc3ncccc3o2)c1	-23%[12.7 µM]	32%	1%	5%	0	-3%	-6%	1%	-7%
CCOc1cc(N2CCOCC2)c(OCC)cc1NC(=O)C(C)Oc1ccccc1 (stereo not given)	/	-17%[57 µM]	/	0%	0	-8%	35µM*	-11%	22%
N#C/C(=C\c1cc([N+](=O)[O-])c(N2CCOCC2)cc1N1CCOCC1)c1nc2ccccc2[nH]1	-39%[59 µM]	-23%	7%	6%	2	-4%	?	?	6%
Cc1ccc(OCC(=O)N(c2ccccn2)C2CCCCC2)c(C)c1	24%[59 µM]	34%	-1%	2%	2	0%	1%	-12%	2%
CC(=O)c1ccc(S(=O)(=O)NC2CC(=O)N(c3ccc4c(c3)OCCO4)C2)cc1 (stereo not given)	2%	-1%	-9%	2%	2	i	-19%	-4%	1%
Nc1ccc(Cl)c[n+]1Cc1cccc2cccnc12	/	27%	-10%	0%	2	-4%	8%	-6%	0%

Single values from the results shown.
Reading for CN(C)c1cc[n+](CC(=O)Nc2ccc(Cl)cc2)cc1 under PGK inhibitor: 2%
Reading for Nc1ccc(Cl)c[n+]1Cc1cccc2cccnc12 under Pol eta inh: -6%

High-throughput results from PubChem.
